Screening data: PubChem BioAssay, several laboratories
SR-BI DiI inh: inhibitors of SR-BI mediated HDL lipid uptake, primary screen, ldlA[mSR-BI] cells, fluorescence, single point; AID 488896, 2010; 320,000 compounds, 0.96% hits; Scavenger receptor class B member 1 (Mus musculus), Q61009; inhibition, % at 12.5 µM; ldlA[mSR-BI] CHO cells, DiI-HDL uptake fluorescence, 3 h;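 active = mean replicate inhibition of at least 70% and a set share of replicates each scoring 70 or more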;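 also: 0% = median of neutral control wells and 100% = median of positive control wells; values of inactives mirror those of a sister screen read the other way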
NSD2 HMT inh: NSD2 histone methyltransferase inhibitors, primary screen, biochemical, AlphaScreen, single concentration, set 2. 310,000 compounds, 0.54% hits. Histone-lysine N-methyltransferase NSD2 (Homo sapiens), O96028. NSD2 peptide methylation, 120 min. inhibition, % at 12.5 µM; in the data active = inhibition above about 50%
PKA-R2B act: activators of PKA-R2B holoenzyme, primary screen, biochemical, fluorescence polarization, Cy5-IP20, human; cAMP-dependent protein kinase catalytic subunit beta (Homo sapiens) + cAMP-dependent …; PKA-R2B holoenzyme dissociation; R2B truncated from residue 108, S112A mutant; 0% DMSO only, 100% 113 µM cGMP; activation, % at 11.4 µM; 340,000 compounds, 0.079% hits; AID 504700, 2011;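 active = activation above a cutoff set at the mean over all compounds plus 3 SD, cut at about 18% in these data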;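 also: higher means more holoenzyme dissociation and a rise in polarization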
Target sequence (P31323 whole entry, looked up, other chains not shown, the tested form may be a part): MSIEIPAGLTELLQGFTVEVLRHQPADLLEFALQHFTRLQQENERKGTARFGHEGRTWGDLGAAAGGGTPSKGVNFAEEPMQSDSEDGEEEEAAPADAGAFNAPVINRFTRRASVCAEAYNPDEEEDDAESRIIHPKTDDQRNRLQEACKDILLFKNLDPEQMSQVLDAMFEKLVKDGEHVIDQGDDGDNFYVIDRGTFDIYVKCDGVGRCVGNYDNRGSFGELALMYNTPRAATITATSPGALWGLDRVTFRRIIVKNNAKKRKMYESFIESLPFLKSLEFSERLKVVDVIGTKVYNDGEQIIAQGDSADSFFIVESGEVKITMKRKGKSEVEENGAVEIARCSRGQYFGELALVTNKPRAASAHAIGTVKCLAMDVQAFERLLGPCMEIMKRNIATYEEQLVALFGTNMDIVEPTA
Keap1 Nrf2 FP: Keap1-Nrf2 protein-protein interaction inhibitors, primary screen, biochemical, fluorescence polarization, single point | Kelch-like ECH-associated protein 1 (Homo sapiens), Q14145 | Keap1 Kelch-Nrf2 peptide fluorescence polarization, 1536-well | inhibition, % at 9.4 µM | 340,000 compounds, 0.15% hits | AID 504523, 2011; in the data active = inhibition above about 12%;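 also: human Keap1 Kelch domain with fluorescein labeled Nrf2 9mer peptide probe; 0% = neutral control wells and 100% = peptide positive control; higher means more block of Keap1 binding to Nrf2 peptide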
C-LANA FP: inhibitors of KSHV C-LANA binding to DNA, primary screen, biochemical, fluorescence polarization, FAM-LBS DNA, MBP-C-LANA, single point | 340,000 compounds, 0.078% hits | inhibition, % at 9 µM | Kaposi's sarcoma herpesvirus LANA C-terminal domain (residues 932-1162) DNA binding | AID 504423, 2011;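 active = highest replicate inhibition at or above 60% at 9 µM, even if other replicates fall short; inactive = all replicates below 60% inhibition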;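 also: 0% = neutral control wells and 100% = 4 µM acridine orange control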
Cardiac RTF inh: cardiac RTF calcium sensitivity inhibitors, primary screen, biochemical, IANBD-TnC fluorescence, EC70 calcium. AID 493244, 2011. IANBD-labeled cardiac RTF, Ca2+ fluorescence. inhibition, % at 7.15 µM. 340,000 compounds, 0.12% hits. Troponin I, cardiac muscle (Homo sapiens) + Troponin T, cardiac muscle (Homo sapiens) + …;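 active = inhibition above the mean inhibition of all tested compounds plus 3 SD, cut at about 17% in these data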;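 also: assay run at fixed EC70 calcium of 1.6 mM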
DAGLB inh: DAGLB lipase inhibitors, primary screen, biochemical, fluorescence, HTS; Diacylglycerol lipase-beta (Homo sapiens), Q8NCG7; HEK293T DAGLB membrane lysate, EnzChek fluorogenic substrate; inhibition, % at 5.17 µM; 340,000 compounds, 0.059% hits; AID 504411, 2011; in the data active = inhibition above about 34%;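 also: 0% = enzyme with vehicle and 100% = wells lacking enzyme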
Target sequence (Q8NCG7 whole entry, looked up): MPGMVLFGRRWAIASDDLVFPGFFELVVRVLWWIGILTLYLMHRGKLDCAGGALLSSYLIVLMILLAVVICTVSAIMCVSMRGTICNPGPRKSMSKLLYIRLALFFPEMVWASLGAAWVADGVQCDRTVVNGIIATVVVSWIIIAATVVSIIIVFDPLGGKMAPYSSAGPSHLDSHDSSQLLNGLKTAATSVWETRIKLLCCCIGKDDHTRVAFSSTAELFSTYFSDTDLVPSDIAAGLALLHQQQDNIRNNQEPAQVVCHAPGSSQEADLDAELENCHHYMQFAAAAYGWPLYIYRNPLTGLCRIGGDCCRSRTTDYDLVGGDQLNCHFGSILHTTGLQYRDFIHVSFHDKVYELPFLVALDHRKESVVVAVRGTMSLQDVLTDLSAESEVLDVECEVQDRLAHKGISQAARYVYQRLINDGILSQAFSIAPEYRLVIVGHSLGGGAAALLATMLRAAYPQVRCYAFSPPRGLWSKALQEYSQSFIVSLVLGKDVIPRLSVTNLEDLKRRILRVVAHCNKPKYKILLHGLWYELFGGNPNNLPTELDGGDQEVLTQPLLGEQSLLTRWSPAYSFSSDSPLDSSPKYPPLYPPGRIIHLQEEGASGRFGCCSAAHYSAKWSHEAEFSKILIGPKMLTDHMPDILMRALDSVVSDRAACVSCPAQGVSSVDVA
SR-BI uptake up: activators of SR-BI mediated DiI-HDL uptake, primary screen, ldlA[mSR-BI] CHO cells, DiI fluorescence; 3 h; 100 = double the neutral-control signal; activation, % at 12.5 µM; 320,000 compounds, 0.096% hits;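 active = mean replicate activation of at least 60% and every replicate at or above 60%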;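 also: 0% = median plate neutral-control signal and 100% = twice that signal; values of inactives mirror those of a sister screen read the other way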
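Assay system: LDL receptor-deficient CHO ldlA cells overexpressing murine SR-BI / Medium: BSA-supplemented, HEPES-buffered Ham's F12, pH 7.4 / Probe or stimulus: DiI-labelled HDL at 10 µg/mL final / Timing: compound with DiI-HDL co-incubation, 3 h at 37 °C / Technique: bottom-read cell fluorescence after medium removal, ex 550/em 595 nm / Measure: HDL uptake via cellular fluorescence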
PvdQ inh: P. aeruginosa PvdQ acylase inhibitors, primary screen, biochemical, fluorescence, plate reader and imaging, single point. inhibition, % at 10 µM. 340,000 compounds, 0.063% hits. PvdQ acylase [Pseudomonas aeruginosa LESB58]. purified PvdQ acylase; in the data active = inhibition above about 30%, passing the limit was not always enough;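 also: 0% = vehicle neutral wells and 100% = reference inhibitor wells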
Arrestin-AP2 inh: inhibitors of beta-arrestin/AP2 binding, primary screen, biochemical, GPCR trafficking, flow cytometry; FITC-arrestin peptide / GST-AP2 beads; AP2 beta2 appendage carries R879A mutation; inhibition, % at 10 µM; 340,000 compounds, 0.31% hits;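 active = inhibition above a set limit, near 3 SD of compounds lacking own fluorescence, cut at about 54% in these data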;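 also: plate controls were DMSO wells for no effect and 5 µM unlabelled arrestin peptide for full effect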
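System: GST-AP2 R879A bound to glutathione beads, E. coli-expressed. Also added: 50 nM FITC-arrestin peptide. Schedule: compound with beads 12 min RT, then probe 1 h RT. Signal: bead flow cytometry, FITC channel. Read-out basis: percent response.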
Starred values were filed as active, the others as inactive; nt = not tested or not shown.

nr	SR-BI DiI inh	NSD2 HMT inh	PKA-R2B act	Keap1 Nrf2 FP	C-LANA FP	Cardiac RTF inh	DAGLB inh	SR-BI uptake up	PvdQ inh	Arrestin-AP2 inh	Compound
1	-13	-2	-14	1	-0.9	-1	1	13	-5	23	CC(CC(=O)N1CCc2ccccc21)n1cccn1 (configuration not stated)
2	-19	-1	-1	0	-1.8	3	0	19	1	-10	O=C(c1cc(F)c(F)cc1Cl)N1CCN(CCc2ccccc2)CC1
3	-3	2	1	2	0.5	-6	0	3	-12	-7	COc1ccc(OC)c2c(C)c(C)[nH]c12
4	6	0	-3	-4	-1.0	-17	3	-6	-13	-11	CCOc1ccc2c(c1)OC(c1ccccc1)(C(F)(F)F)NC2=O (configuration not stated)
5	-34	1	-6	-3	-1.7	-18	2	34	3	9	O=C(CCc1nc2ccccc2c(=O)[nH]1)OCC(=O)c1cccc(Cl)c1
6	4	-4	-18	-5	0.2	-20	-3	-4	8	0	COC(=O)c1sc2ccccc2c1NC(=O)c1ccc(S(=O)(=O)N2CCC(C)CC2)cc1
7	5	-1	-9	0	1.3	-2	-2	-5	8	20	Cc1nc2ccccc2n1CCOc1ccc(F)cc1
8	5	3	-1	-1	-0.4	-1	0	-5	3	16	COCCCNC(=O)CSc1nc2ccccc2c(=O)n1CCc1ccc(S(N)(=O)=O)cc1
9	nt	15	3	-2	0.6	-5	-4	nt	0	4	COc1ccc(N(CC(=O)NCc2ccccc2OC)S(=O)(=O)c2ccccc2)cc1
10	53	7	0	-1	1.0	-14	0	-53	-15	-6	COc1cc(OC)cc(C(=O)Nc2nc(CC(=O)NCc3ccc(F)cc3)cs2)c1
11	44	-2	-1	2	-0.3	-1	-1	-44	-5	27	O=[N+]([O-])c1ccc(N2CCCCC2)cc1NCCOc1ccccc1
12	2	-2	2	2	-2.5	-5	1	-2	-7	29	C=CCn1c(SCC(=O)NC2(C)CCS(=O)(=O)C2)nc2ccccc21 (configuration not stated)
13	5	5	3	-5	-1.4	3	2	-5	-3	-16	O=C(NC(=S)Nc1cccc2c(O)cccc12)c1cccc(Br)c1
14	-15	-2	2	-3	-2.3	-2	1	15	-10	0	C[C@]12CCC3C(CC[C@H]4CC(O)CC[C@]34C)C1CC/C2=N/O (some centres not stated)
15	-22	-2	8	-3	1.0	-2	0	22	2	20	Cc1cccc(-c2nc3ccccc3c(=O)n2NC(=S)N(C)C)c1
16	-20	-1	-9	-5	0.5	-12	-4	20	-7	-11	Cc1ccccc1NC(=O)COC(=O)c1ccc2c(c1)OCCO2
17	-2	0	4	1	0.2	-1	-1	2	4	24	COc1ccc(OCC(=O)N2CCN(S(=O)(=O)c3ccc(Cl)s3)CC2)cc1
18	-26	-3	2	3	-0.9	-11	1	26	3	9	C=C(C)C(=O)OCC(=O)NCc1ccccc1
19	-20	-5	-13	-3	-0.1	8	1	20	7	12	CC1(C)CC(=O)C2=C(C1)Oc1ncn(CCCO)c(=N)c1C2c1ccccc1 (configuration not stated)
20	5	-1	0	-3	-0.4	-2	2	-5	-8	-16	CN(C)S(=O)(=O)c1ccc(C(=O)N(c2ccccn2)c2ccccn2)cc1
21	4	2	-9	-3	-0.8	-9	-1	-4	-15	-3	Cc1cccc(CNC(=O)Cn2ccc3cc(S(=O)(=O)N4CCCC4)ccc32)c1
22	-1	-1	-6	-4	-0.1	-12	0	1	-13	4	CCOC(=O)CN=C(NS(=O)(=O)c1ccc(Cl)cc1)c1ccccc1
23	-22	0	-1	-6	0.7	-6	2	22	-6	-11	Cc1ccc(S(=O)(=O)NNC(=S)Nc2ccccc2)cc1
24	0	-4	-7	-16	-10	-20	-24	0	-12	-4	CN(C)c1ccc(/C=C/C(=O)c2cccnc2)cc1
25	3	-12	-11	-8	-1.8	2	-2	-3	-19	-1	O=C(NCCCCc1ccccc1)c1cccc(Br)c1
26	-7	0	-5	9	-1.9	-1	-5	7	1	-5	CCc1ccc2nc(N(CCCN(C)C)C(=O)c3ccc(S(=O)(=O)N4CCc5ccccc5C4)cc3)sc2c1
27	-14	-3	-5	-1	0.8	5	1	14	-18	3	Cn1cc(Cl)nc1C(O)c1ccccc1 (configuration not stated)
28	-34	-1	-3	-5	-0.6	-2	-1	34	-6	3	NC(=O)Cn1cnc(-c2ccccc2)c1
29	6	0	-6	-5	-0.4	1	1	-6	0	12	CCCCCCCCCCOC(=O)C[N+](C)(C)CC1CCCCC1O (configuration not stated)
30	23	-2	-3	1	2.5	-5	-12	-23	-2	40	COC(=O)c1cc(C#N)c(SCc2ccccc2)nc1C
31	5	-1	-6	-1	-0.1	-5	1	nt	-20	5	CCOC(=O)Cn1c(=O)n(Cc2ccco2)c(=O)c2ccc(C(=O)NCCc3ccccc3)cc21
32	6	9	2	-3	-1.2	-11	-1	-6	-20	-20	Cc1cc(N2CCN(C)CC2)nc2ccc(NC(=S)NCCC(C)C)cc12
33	-1	-2	12	-3	-0.3	-10	2	1	2	27	Cc1oc(-c2ccc(Cl)cc2)nc1CS(=O)CC(=O)NCCCN(C)C1CCCCC1 (configuration not stated)
34	8	0	0	-11	0.6	-10	2	-8	-11	0	Cc1sc2nc(CSCC(=O)NC3CCCCC3)[nH]c(=O)c2c1C
35	-7	1	3	3	1.0	-6	2	7	-6	-17	Cc1c(N(C)S(=O)(=O)c2cccc(C(=O)NCC3CCCO3)c2)c(=O)n(-c2ccccc2)n1C (configuration not stated)
36	27	3	-5	-3	0.1	8	-1	-27	-4	-13	O=C(CSc1nnc(-c2ccccc2)c(-c2ccccc2)n1)NCC1CCCO1 (configuration not stated)
37	4	nt	-12	-5	-1.8	-2	-1	-4	-12	6	COC(=O)/C(=C(/F)Sc1cc(C)c(O)c(C)c1)C(F)(F)F
38	-8	0	-3	-4	-0.3	-2	-4	8	4	10	O=C(NNC1OC(CO)C(O)C(O)C1O)c1cccc(Br)c1 (configuration not stated)
39	7	1	-11	2	-5.9	-7	2	-7	-17	9	N#C/C(=C\C=C\c1ccccc1)C(=O)NCc1ccco1
40	-5	-1	4	-5	1.1	-5	1	5	-3	2	CCC1CCCCN1CCCNC(=O)c1ccc(N2CCOCC2)c(NS(=O)(=O)c2ccc(OC)cc2)c1 (configuration not stated)
41	53	nt	-4	-2	-1.7	4	-2	-53	-1	25	CC(C)(C)OC(=O)N1CCC(C(=O)Nc2cccc(C(=O)NCCc3ccccc3)c2)CC1
42	6	0	-11	-4	4.8	-5	0	-6	-9	-10	O=CNCCCc1nc2ccccc2n1CCc1ccccc1
43	-2	nt	7	-5	-0.9	-19	4	2	-9	-2	O=C1Nc2ccccc2C(=O)N2[C@H](c3cccc(Br)c3)[C@@H]3C(=O)N(Cc4ccccc4)C(=O)[C@@H]3[C@H]12
44	-9	-1	1	-1	-1.2	2	-3	9	-7	10	Cc1cc(C(=O)NCc2cc(F)cc3c2OCOC3)nn1C
45	-5	-3	3	0	-1.3	5	-14	5	-9	-5	Cc1nc(NC(=O)c2cc3ccccc3o2)ccc1Br
46	-12	nt	0	-2	-0.1	4	-2	12	-1	-5	COc1cccc(-c2c(NC(=O)c3ccco3)oc3ccccc3c2=O)c1
47	-6	-1	-2	-1	-1.9	2	-2	6	0	26	CC(Sc1nnc(C2CCCCC2)n1N)C(=O)NCc1ccc2c(c1)OCO2 (configuration not stated)
48	4	-1	-10	-1	-0.3	2	4	-4	-4	-3	CCOc1ccc(-n2c(-c3ccccc3)c[n+]3c2CCCCC3)cc1
49	33	1	-5	4	1.3	-14	6	-33	-13	4	O=[N+]([O-])c1cccc(/C([O-])=C(/C(=S)Nc2ccccc2F)[n+]2ccccc2)c1
50	17	-3	-4	5	-0.5	3	-5	-17	-1	30	CCOC(=O)c1ccc(NC(=O)NCc2ccccc2)cc1
51	2	-3	-11	1	-0.2	-7	-1	-2	-6	6	O=C(NCc1ccco1)c1ccc2c(=O)n(CC3CCCO3)c(=S)[nH]c2c1 (configuration not stated)
52	nt	-5	2	1	-0.5	1	-1	nt	-5	25	O=c1ccc2cc(S(=O)(=O)N3CCN(c4ccc(Cl)cc4)CC3)ccc2o1
53	89*	-1	-3	-3	2.1	5	-1	-89	-15	1	Cc1ccc(-c2cc(C(=O)N/N=C/c3c[nH]c4ccccc34)[nH]n2)cc1
54	-27	4	0	-1	0.0	-7	1	27	-1	-5	CC1(CCl)N([O-])C2=C(CCCC2)[N+]1=O (configuration not stated)
55	-24	3	-5	-5	0.8	-7	-2	24	-9	8	CC(C)(C)C1CCC(=NNC(=O)C2COc3ccccc3O2)CC1 (configuration not stated)
56	19	1	1	-6	-1.6	-6	-2	-19	-9	16	COc1ccc(CCNS(=O)(=O)c2cccc(C)c2)cc1OC
57	17	12	-3	-1	-0.4	-3	2	-17	8	19	COc1ccc(O)c(-c2c(-c3ccc(Cl)cc3)n[nH]c2C)c1
58	-17	-1	-18	3	-1.5	-2	-1	17	-17	-7	CC(=O)Nc1ccc(S(=O)(=O)N2CCN(c3nc(C)cc(C)n3)CC2)cc1
59	4	13	-6	-6	1.2	2	-20	-4	-1	2	CCCc1nn(C)c(C(=O)Nc2ccc(Cl)cc2)c1Cl
60	22	-1	-7	-2	-0.2	-3	-1	-22	-9	-7	COc1ccc(-c2noc(CSc3nc4ccccc4c(=O)n3-c3ccccc3)n2)cc1
61	-19	-2	-1	-7	-2.3	-10	0	19	-1	-10	Cc1noc(C)c1CSc1nnc(-c2ccccc2)n1Cc1ccco1
62	22	-1	3	-6	-0.3	6	-2	-22	7	3	Cc1cc(C)c(C#N)c(SCC(O)CS(=O)(=O)Cc2ccccc2)n1 (configuration not stated)
63	-6	-2	-1	-1	-1.4	-2	-2	6	6	33	Cc1ccccc1NC(=O)Cc1nc(COC(=O)Cc2ccccc2F)cs1
